Bioassay records as filed in PubChem BioAssay.
All columns: NCI-60 one-dose screen, growth in % after 48 h at 10 µM unless noted; 100 = growth as untreated, 0 = no growth, -100 = all killed.
OVCAR-8: OVCAR-8 ovarian cancer; 81,000 tested, 4.4% active; AID 1794782
DU-145: DU-145 prostate cancer; 81,000 tested, 4.2% active
PC-3: PC-3 prostate cancer cells; AID 1794754; 80,000 tested, 3.9% active
U251: U251 CNS tumor cells; 80,000 tested, 5.4% active
SK-OV-3: SK-OV-3 ovarian cancer cells | 80,000 tested, 3.2% active | AID 1794785
OVCAR-4: OVCAR-4 ovarian cancer cells. 80,000 tested, 3.7% active
SF-295: SF-295 CNS cancer cells | 79,000 tested, 5.6% active | AID 1794758
OVCAR-5: OVCAR-5 ovarian cancer; 82,000 tested, 2.9% active
OVCAR-3: OVCAR-3 ovarian cancer. 79,000 tested, 7% active. AID 1794787
* hit, by the source's call; . = not tested or not shown. The calls were made as follows: active = growth percent below 10; inactive = the rest.

SMILES	OVCAR-8	DU-145	PC-3	U251	SK-OV-3	OVCAR-4	SF-295	OVCAR-5	OVCAR-3
Cc1cc(O)cc(-c2c(-c3cc(NCCCCO)nc(-c4cccnc4)n3)cnn2C)c1	87	95	92	81	117	76	89	89	88
O=c1cc(Cn2cc(CSc3nc4cc(Cl)ccc4o3)nn2)c2c(ccc3ccccc32)o1	101	117	105	108	75	102	108	112	110
Nc1nc(-c2n[nH]c(=S)n2-c2ccc(Oc3ccccc3)cc2)cs1	104	102	95	102	105	100	103	110	118
O=c1[nH]c(N2CCCCC2)nc2scc(-c3ccccc3)c12	101	103	77	94	104	104	99	106	110
O=C1CCN(CCCN2CCC(=O)N(Cc3ccccc3)C2=S)C(=S)N1Cc1ccccc1	96	102	84	86	87	.	101	93	101
CCCCCCC1=C(P(=O)(O)O)N[C@H](C(=O)OCC)CS1	99	115	91	96	90	101	94	93	107
Cc1ccc(NC2OC(=O)c3ccccc32)cc1 (stereo not given)	98	110	85	97	100	103	100	106	112
NC(=S)N/N=C\C(O)CO (stereo not given)	68	94	69	91	111	46	87	115	34
O=C1CCS(=O)(=O)c2ccccc21	103	109	91	94	96	98	91	97	106
CSc1nc2nc3c(c(-c4ccc5c(c4)OCO5)c2c(=O)[nH]1)CN(C)C/C3=C\c1ccc2c(c1)OCO2	97	95	108	94	115	97	108	112	117
Cc1ccc(Nc2cccc3ccccc23)cc1	96	109	74	91	101	79	112	93	89
COc1ccc(CNc2cccc(C)c2)cc1	106	102	85	95	111	95	106	104	114
COc1cc(NC(=O)c2cncnc2Nc2ccc(OCc3cccc(F)c3)c(Cl)c2)cc(OC)c1	62	93	78	76	86	67	110	91	90
O=C1Nc2ccccc2/C1=C/c1ccc(COCC2CO2)n1-c1ccc(Cl)cc1 (stereo not given)	98	106	94	98	111	102	106	113	111
COC1CCC(C(C)C)C(C)C1 (stereo not given)	97	110	83	96	84	108	104	92	105
COc1ccc(Cn2cc3c(c2-c2cc(OC)c(OC)c(OC)c2)CCCc2cnoc2-3)cc1	43	17	44	29	58	62	5.3*	35	4.5*
NC(=O)c1nnsc1-c1ccc(-c2snnc2C(N)=O)cc1	96	112	.	99	114	115	103	96	106
C(=C/c1ccccc1)/C=C/C=C/C=C/c1ccccc1	93	113	96	108	118	.	107	104	116
O=C1c2ccccc2-c2ccc(Sc3ccc4c5c(cccc35)C(=O)c3ccccc3-4)c3cccc1c23	106	106	89	108	108	110	85	99	113
Cc1cc(C)c2c(N)c(C#N)sc2n1	98	108	89	100	96	100	93	98	111
C=CCSSSSCC=C	85	111	69	85	102	103	135	93	109
CC(=O)Oc1ccc(CCC(=O)c2c(OC(C)=O)cc(OC(C)=O)cc2OC(C)=O)cc1	82	101	89	85	104	.	104	92	98
COc1ccc(S(=O)(=O)NC2C3c4ccccc4C(c4ccccc43)C2O)cc1 (stereo not given)	111	100	81	101	111	102	100	98	108
Cc1cccc(N2C(=O)CC(c3ccc4c(c3)OCO4)C3=C2COC3=O)c1 (stereo not given)	98	114	92	101	98	114	97	107	106
O=C(O)c1ccccc1C(=O)N1CCN(c2cc3c(cc2F)c(=O)c(C(=O)O)cn3C2CC2)CC1	104	108	94	97	92	97	101	95	108

(continued)
SMILES	OVCAR-8	DU-145	PC-3	U251	SK-OV-3	OVCAR-4	SF-295	OVCAR-5	OVCAR-3
COc1cc(Br)c(OC)cc1Br	105	106	91	99	101	102	95	93	97
CC(C)C(N)CO (stereo not given)	98	120	88	98	122	116	105	91	119
NC(=O)SCC(=O)Nc1ccccc1	91	101	91	91	120	111	85	90	105
COc1ccc(-c2ncc(-c3ccccc3)[nH]2)cc1OC	113	131	112	113	125	116	89	113	103
C/C=C(/C)C(=O)OC1C=C(CO)C(=O)C(OC(=O)C2(C)OC2C)C1C(C)C (stereo not given)	4.1*	6.7*	-7.7*	-23*	44	14	-20*	-40*	-47*
Fc1ccc(-c2cc(-c3nnc(/C=C/c4ccc5c(c4)OCO5)o3)[nH]n2)cc1F	109	112	91	105	110	101	97	103	117
CCC(C(C)=O)c1ccccc1 (stereo not given)	99	107	109	105	110	107	106	104	108
O=C1CC(c2ccc(F)cc2)c2snc(-c3ccc(F)cc3)c2N1 (stereo not given)	98	111	94	98	110	104	94	95	109
O=C(O)c1ccc(C(=O)c2ccccc2)cc1	108	100	91	104	97	102	103	93	102
C#CCOc1cc(N(CC)CC)ccc1C(C(=O)NC(C)(C)C)N(C(=O)C1CCc2cc(F)ccc2O1)c1ccc(Cl)cc1 (stereo not given)	91	92	39	89	90	82	95	90	106
NC(=O)c1cc(I)ccc1NC(=O)COc1ccccc1	16	25	43	13	-2.7*	79	13	39	12
CCc1nc2cc(/C=C/C(=O)NO)ccc2c(=O)n1CCc1ccc(F)cc1	5.9*	-5.0*	13	-21*	-16*	25	10	26	-13*
COc1cc(NCC(=O)Nc2cc(Nc3ccc(F)c(Cl)c3)ncn2)c(Cl)c(OC)c1Cl	94	108	96	104	97	102	76	95	103
O=S(=O)(Nc1ccc(C(F)(F)F)c(Cl)c1)c1ccc(-c2cnc(C3CC3)o2)cc1	79	90	68	77	75	63	71	94	83
Cc1cc(Cl)ccc1NC(=O)N1CCCCC1	111	105	98	105	106	97	101	111	104
Cn1cc(-c2csc(-c3c[nH]c4ccc(Cl)cc34)n2)c2cccnc21	92	94	77	96	89	.	95	100	116
COc1cc(OC)c(C(=O)Nc2cccc(-c3cc(=O)c4ccccc4o3)c2)c(OC)c1	87	93	96	103	.	88	85	87	104
O=S(=O)(O)c1ccc(N=Nc2ccc(N=Nc3cccc4ccccc34)c(S(=O)(=O)O)c2)cc1	101	109	85	102	85	93	106	103	103
COc1ccc2c(c1)C(=O)c1c-2c(OCCN2CCCCC2)nc2ccc(OC)cc12	19	11	43	12	35	42	2.8*	64	22
O=C(/C=C/c1ccc(B(O)O)cc1)/C=C/c1ccc(B(O)O)cc1	72	64	57	.	47	.	90	93	28
CCn1cc(-c2ccnc(NCCNS(=O)(=O)c3ccc(Br)cc3)c2)c(-c2cccc(O)c2)n1	98	108	81	95	106	95	107	127	109
O=C(Nc1ccc(-n2cnc3cc(-c4ccc(O)cc4)ccc32)cc1)NC1CC1	103	105	111	75	136	77	98	118	116
CN1CCC(N)(C(=O)O)CC1	100	113	99	100	109	110	93	102	109
COc1ccc(-c2cc(-c3nnc(SCC(=O)Nc4ccc(/C(C)=N\O)cc4)n3-c3ccccc3)c3cc(OC)ccc3n2)cc1	76	85	61	78	80	92	80	102	77
COc1ccc(-c2nn(Cc3ccc(OC)c(OC)c3)c3c2-c2oncc2CC3)cc1	95	99	83	90	111	86	79	114	91

(continued)
SMILES	OVCAR-8	DU-145	PC-3	U251	SK-OV-3	OVCAR-4	SF-295	OVCAR-5	OVCAR-3
O=C(CSc1nnc(-c2ccc(NC(=O)c3cccnc3)cc2)o1)Nc1ccccc1Cl	84	105	83	70	122	125	86	107	117
Cc1ccc(-c2[nH]ncc2C2OC[C@@]3(C)[C@H]4CCC5(C)OC(C6=CCOC6=O)C[C@H]5[C@]4(C)CC[C@H]3O2)cc1 (stereo not given in full)	94	95	86	94	94	81	87	128	108
O=C1C2C3C=CC(C3)C2C(=O)N1CCOS(=O)(=O)OCCN1C(=O)C2C3C=CC(C3)C2C1=O (stereo not given)	102	118	98	95	99	108	101	108	121
O=C(COc1ccc(/C=C2\Cc3ccc(Cl)cc3C2=O)cc1)Nc1nccs1	.	118	96	108	108	90	113	100	103
O=C(Nc1ccccc1CNc1nc(Nc2ccc(OCCN3CCCC3)cc2)ncc1Cl)NC1CCCCC1	58	83	84	70	104	47	82	114	99
Cc1cc2c(cc1C)-n1c(C)cc(=O)n1C(c1ccccc1Br)N2 (stereo not given)	101	121	99	98	107	101	89	105	111
COc1ccccc1/C=C1\Oc2cc(OCCN3CCC(Cc4ccccc4)CC3)ccc2C1=O	81	102	82	78	106	93	97	89	98
COc1ccc(-c2nn(-c3cccc(Cl)c3)cc2-c2cc(-c3cccs3)[nH]c(=S)n2)cc1	48	75	49	.	83	60	8.3*	83	58
N#Cc1c(-c2ccc(Cl)cc2)[nH]c(=S)[nH]c1=O	103	115	108	98	107	99	103	103	115
COc1cc(-c2nc(-c3ccccc3)[nH]c2-c2ccnc(NCCCNS(=O)(=O)c3cccc4ccccc34)n2)ccc1Cl	41	47	46	37	95	73	41	98	47
O=C(CCCNC(=O)c1nc(-c2ccccc2)n(-c2ccccc2)n1)NO	97	108	.	95	97	118	105	118	108
CC1(C)c2ccccc2C(=O)c2ccccc21	100	103	96	107	107	90	119	94	101
CSc1nnc(-c2cnn3c2NC(c2ccccc2)C3)n1-c1ccc(F)cc1 (stereo not given)	95	95	83	90	104	94	91	103	96
COc1ccc(-c2cc(C(=O)NCc3ccccc3)nn2-c2ccc(S(C)(=O)=O)cc2)cc1	104	102	94	91	104	89	100	103	121
C=CCOc1ccc(/C=C2\SC(=S)N(CCc3ccc(O)cc3)C2=O)cc1	98	98	90	86	115	86	91	110	100
CC(=O)c1ccc(Br)s1	103	108	98	109	103	111	99	102	111
COc1ccc(-c2cnc3sc(C)cn23)cc1	105	101	100	100	108	95	97	101	110
Cn1cc(-c2nonc2-c2cn(C)c3ccc(Br)cc23)c2ccccc21	37	53	32	23	38	56	16	58	3.7*
COc1cc(/C=C/c2nnc(-c3cc(-c4ccc(Cl)cc4)n[nH]3)o2)cc(OC)c1OC	54	100	64	67	109	85	.	113	116
COc1ccc2nc3cc(Cl)ccc3c(N3CCN(c4nccc(Nc5ccccc5)n4)CC3)c2c1	68	75	56	58	96	51	78	100	51
CCOC(=O)c1[nH]c2cc(Cl)ccc2c1[C@@H](C(=O)NC(C)(C)C)N(CC)C(=O)CCCCC#Cc1cccc2c1CN(C1CCC(=O)NC1=O)C2=O (stereo not given in full)	11	33	12	28	.	13	-5.3*	40	9.0*
Cc1ccc(/C=N\NC(=O)c2[nH]c3ccc(F)cc3c2-c2ccccc2)cc1	17	-2.2*	15	12	20	47	-6.6*	62	-32*
Cc1ccc(S(=O)(=O)C/C(=N\NC(=O)c2ccccc2)c2cc3ccccc3oc2=O)cc1	100	111	108	101	.	.	100	102	111
O=C(CSc1nnc(-c2ccccc2)n1-c1ccccc1)Nc1ccc(C(=O)/C=C/c2ccc(Cl)cc2)cc1	105	106	93	100	109	106	106	114	105
CCN(CC)S(=O)(=O)c1ccc(O)c(NC(=O)c2[nH]c(C)c3c2CCCCC3=O)c1	55	84	44	64	28	55	63	55	55

(next part)
SMILES	OVCAR-8	DU-145	PC-3	U251	SK-OV-3	OVCAR-4	SF-295	OVCAR-5	OVCAR-3
O=C1c2c(O)cc(O)cc2-c2c(-c3ccc(O)cc3)oc3cc(O)cc1c23	47	41	50	25	16	62	29	111	44
Cc1cc(O)c(Cl)c(C)c1Cl	106	103	92	103	110	102	98	113	105
O=C(Oc1ccc([N+](=O)[O-])cc1)c1ccc(C[n+]2ccccc2)cc1	101	115	106	99	101	99	101	100	108
NS(=O)(=O)c1cn(-c2ccc([N+](=O)[O-])c3nonc23)ccc1=O	92	107	99	94	81	103	127	96	98
CC1=NN(C2=NC(=O)C(CC(=O)Nc3ccccc3C(F)(F)F)S2)C(c2ccc(N(C)C)cc2)C1 (stereo not given)	53	64	35	49	81	48	41	86	45
c1ccc(Sc2ccncc2)cc1	112	112	107	111	99	.	99	105	112
COc1cc(NC(=O)NCc2ccco2)ccc1-c1ccc(NC(=O)NCc2ccco2)cc1OC	37	57	34	12	70	61	46	97	74
CC1(C)CC(=O)c2c(nc(Nc3nc4ccccc4s3)nc2-c2ccccc2)C1	99	102	68	94	108	82	.	98	82
[O-][n+]1ccccc1C(O)CSc1ccccc1 (stereo not given)	104	121	92	101	99	106	118	106	110
CC(C(=O)c1c([O-])on[n+]1-c1ccccc1)N1CCN(C)CC1 (stereo not given)	100	101	98	97	81	101	98	106	94
O=C1NC(=O)C(=Cc2cn(Cc3cccc4ccccc34)c3ccccc23)C(=O)N1	92	95	85	82	88	70	57	56	84
COc1ccc2[nH]cc(C(=O)O)c2c1	102	110	100	103	105	108	85	105	106

Arranged by formula weight (low to high): part of the list above
SMILES	OVCAR-8	DU-145	PC-3	U251	SK-OV-3	OVCAR-4	SF-295	OVCAR-5	OVCAR-3
c1ccc(Sc2ccncc2)cc1	112	112	107	111	99	.	99	105	112
COc1ccc2[nH]cc(C(=O)O)c2c1	102	110	100	103	105	108	85	105	106
[O-][n+]1ccccc1C(O)CSc1ccccc1 (stereo not given)	104	121	92	101	99	106	118	106	110
O=C(Oc1ccc([N+](=O)[O-])cc1)c1ccc(C[n+]2ccccc2)cc1	101	115	106	99	101	99	101	100	108
NS(=O)(=O)c1cn(-c2ccc([N+](=O)[O-])c3nonc23)ccc1=O	92	107	99	94	81	103	127	96	98
O=C1NC(=O)C(=Cc2cn(Cc3cccc4ccccc34)c3ccccc23)C(=O)N1	92	95	85	82	88	70	57	56	84
CC1(C)CC(=O)c2c(nc(Nc3nc4ccccc4s3)nc2-c2ccccc2)C1	99	102	68	94	108	82	.	98	82
CCN(CC)S(=O)(=O)c1ccc(O)c(NC(=O)c2[nH]c(C)c3c2CCCCC3=O)c1	55	84	44	64	28	55	63	55	55
COc1cc(NC(=O)NCc2ccco2)ccc1-c1ccc(NC(=O)NCc2ccco2)cc1OC	37	57	34	12	70	61	46	97	74
CC1=NN(C2=NC(=O)C(CC(=O)Nc3ccccc3C(F)(F)F)S2)C(c2ccc(N(C)C)cc2)C1 (stereo not given)	53	64	35	49	81	48	41	86	45
O=C(CSc1nnc(-c2ccccc2)n1-c1ccccc1)Nc1ccc(C(=O)/C=C/c2ccc(Cl)cc2)cc1	105	106	93	100	109	106	106	114	105
